# TexasRed fluor = counter-screen for TRb-SRC2 inhibitors: fluorescence interference | TRb/SRC2 Texas Red total fluorescence interference | 280,000 tested, 0.29% active | Potency, µM (titrated, usually from 106 µM), inactives show at the top dose fluorescence change, negative = quenching; active means well fitted curve in either direction with a large enough effect; inconclusive means small, poorly fitted or top-dose-only effect
#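 Flags fluorescent or light-absorbing compounds by total fluorescence, S + 2P, at 555 nm excitation and 632 nm emission. Mixture: 20 nM Texas Red SRC2 peptide, 0.6 uM human TRb LBD, 1 uM T3, 5% DMSO; compound exposure 5 h at ambient temperature.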
# ALDH1A1 inh = inhibitors of human aldehyde dehydrogenase 1A1; P00352; Potency, µM (series often up to 75.3 µM), without a hit: top-dose activity, negative = inhibition, hits mostly inhibitors; Purified ALDH1A1, NADH fluorescence, propionaldehyde substrate; AID 1030; 220,000 tested, 7.3% active; active means well fitted inhibition curve with a large enough effect, not every such curve was filed as active; inconclusive means small, poorly fitted or top-dose-only effect, or another doubt; inactive means no such curve, though single readings can be large or run the other way;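 further: plate controls were no enzyme wells and a reference inhibitor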
# aGal spleen mod = inhibitors or activators of human alpha-galactosidase in spleen homogenate; P06280; human spleen homogenate, 4MU-alpha-Gal fluorescence, 40 min; Potency, µM (highest dose often 80 µM), for the others: top-dose activity change, negative = inhibition, most hits filed as inhibitors; 240,000 tested, 0.008% active;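 further: 0% = enzyme with vehicle and -100% = no enzyme basal signal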
# Target sequence (P06280 32-429 limits assumed): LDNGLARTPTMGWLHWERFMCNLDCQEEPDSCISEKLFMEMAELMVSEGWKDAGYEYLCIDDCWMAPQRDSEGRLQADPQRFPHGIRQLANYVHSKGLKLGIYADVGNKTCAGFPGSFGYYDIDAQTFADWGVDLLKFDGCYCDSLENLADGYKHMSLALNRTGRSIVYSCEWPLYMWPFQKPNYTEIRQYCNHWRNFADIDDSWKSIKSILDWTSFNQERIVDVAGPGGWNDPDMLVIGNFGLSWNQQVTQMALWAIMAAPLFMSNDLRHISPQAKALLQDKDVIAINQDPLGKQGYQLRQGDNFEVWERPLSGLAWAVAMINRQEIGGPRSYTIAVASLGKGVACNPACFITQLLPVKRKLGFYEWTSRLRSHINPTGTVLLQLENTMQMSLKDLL
#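 Fluorogenic readout (Ex 365/Em 440 nm) of 4-methylumbelliferone released from 1 mM 4-MU-alpha-galactoside by spleen homogenate, 40 min at 37C, pH 5.0. Data normalized to no-enzyme and enzyme controls; Hill-equation AC50 from compound titrations.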
# TRb-SRC2 inh = inhibitors of human thyroid hormone receptor beta-SRC2 interaction; TRbeta-SRC2 peptide binding, fluorescence polarization; receptor liganded with 1 µM T3; 280,000 tested, 0.065% active; Potency, µM (series often up to 106 µM), for the others: at the top dose activity change, negative = inhibition, actives largely listed as inhibitors; P10828;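 further: plate controls were bound peptide for no effect and peptide without receptor for full effect; nearly all actives have a fitted effect of over 50% in size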
# Target sequence (P10828 whole entry, looked up): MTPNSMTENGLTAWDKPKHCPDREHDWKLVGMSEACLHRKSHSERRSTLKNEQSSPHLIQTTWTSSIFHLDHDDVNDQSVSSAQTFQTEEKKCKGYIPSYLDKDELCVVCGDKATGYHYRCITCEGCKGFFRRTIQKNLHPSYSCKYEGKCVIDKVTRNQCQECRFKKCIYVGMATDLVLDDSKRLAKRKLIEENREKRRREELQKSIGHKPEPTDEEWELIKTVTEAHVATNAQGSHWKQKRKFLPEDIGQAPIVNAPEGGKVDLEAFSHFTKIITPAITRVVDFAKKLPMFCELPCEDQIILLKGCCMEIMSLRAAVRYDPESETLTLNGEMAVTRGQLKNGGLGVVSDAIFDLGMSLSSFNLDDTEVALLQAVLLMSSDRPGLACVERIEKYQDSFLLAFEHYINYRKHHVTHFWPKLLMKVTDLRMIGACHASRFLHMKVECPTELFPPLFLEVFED
#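 Assay buffer: 20 mM Tris-HCl, 100 mM NaCl, 10% glycerol, 1 mM EDTA, 0.01% NP-40, 1 mM DTT, 1 uM T3, 5% DMSO; TRb LBD 0.6 uM, Texas Red SRC2 20 nM; FP after 5 hr.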
# Tau fluor cs = counter-screen for tau fibril formation inhibitors; tau K18 P301L Alexa594 fluorescence, heparin fibrillization; Potency, µM (doses to about 57.7 µM), for the others: at the top dose activity change, negative = decrease; 280,000 tested, 0.93% active; AID 1463; further: nearly all actives have a fitted effect of over 55% in size
#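 Human K18 P301L tau (15 uM unlabeled plus 0.24 uM Alexa 594-labeled, final) in 100 mM sodium acetate pH 7 was mixed with compound and 20 uM heparin and incubated 6 hr at 37 C.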
# Tau fibril FP = inhibitors of human tau fibril formation; P10636; K18 P301L tau heparin fibrillization, Alexa594 FP, 6 h; Potency, µM (highest dose often 57.7 µM), for the others: at the highest dose activity, negative = inhibition, actives largely listed as inhibitors; 280,000 tested, 0.39% active; further: nearly all actives have a fitted effect of over 55% in size
# Target sequence (P10636 561-689 P618L limits assumed): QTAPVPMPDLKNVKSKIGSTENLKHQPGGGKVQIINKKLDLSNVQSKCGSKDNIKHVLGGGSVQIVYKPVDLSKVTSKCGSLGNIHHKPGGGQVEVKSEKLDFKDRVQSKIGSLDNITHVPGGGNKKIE
#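 Human tau K18 […] P301L fragment, 15 uM unlabeled plus 0.24 uM Alexa 594-labeled tau (final), with compound and 20 uM heparin in 100 mM sodium acetate pH 7; 6 hr at 37 C, then Alexa 594 FP read.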
# Tau ThT inhib = blocks human tau fibril formation measured by thioflavin T; 270,000 tested, 2.1% active; recombinant tau K18 P301L (four-repeat tau fragment), heparin-induced fibrillization, ThT fluorescence; P10636; Potency, µM (highest dose often 57.4 µM), inactives show top-dose activity, negative = inhibition, usual class: inhibitors; further: nearly all actives have a fitted effect of over 55% in size
#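 Recombinant human tau K18 fragment […] carrying P301L, 15 uM unlabeled plus 0.24 uM Alexa 594-labeled, was fibrillized with 20 uM heparin in 100 mM sodium acetate pH 7 for 6 hr at 37 C; 30 uM ThT fluorescence read after 1 hr.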
# L3MBTL1 inh = blocks human L3MBTL1; 230,000 tested, 0.66% active; Potency, µM (titrated, usually from 57.1 µM), for inactives: top-dose activity, negative = inhibition, hits mostly inhibitors; AlphaScreen L3MBTL1–H3K9me1 peptide binding; Q9Y468; AID 485360; further: nearly all actives have a fitted effect of over 60% in size
#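 Read-out is AlphaScreen signal from streptavidin donor and nickel chelate acceptor beads (10 ug/mL final each) bridging L3MBTL1 (50 nM) and biotinylated K9-monomethylated H3(1-15) peptide (75 nM), after 30 min compound exposure at room temperature.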
# The depositor's hits bear a star; ? = inconclusive; / = no result given; & = joins results of further samples; [ ] = remark or other dose. Unless noted, the call rests on the fitted dose curve; in most records, active means well fitted curve in the direction sought with a large enough effect; inconclusive means small, poorly fitted or top-dose-only effect, or another doubt; inactive means no such curve, though single readings can be large; an effect the other way counts as inactive or inconclusive. Unless noted, on the % scale 0 is the no-effect control and ±100 the full control effect; potency means the concentration at half of the fitted maximal effect.
# Values run as follows: TRb-SRC2 inh, L3MBTL1 inh, aGal spleen mod, TexasRed fluor, Tau fluor cs, Tau ThT inhib, Tau fibril FP, ALDH1A1 inh
- CCC1Oc2ccc(C)cc2N(CC(=O)N(Cc2cccnc2)Cc2ccc(C)o2)C1=O (stereo unspecified)
  -5%, -2%, -12%, -1%, 9%, -11%, -6%, 3.2µM*
- COc1cc(/C=N/NC(=O)/C(=C/c2ccccc2)CCO)ccc1O
  6%, 0%, -1%, 6%, 2%, ?, 4%, -2%
- O=c1[nH]nc(-c2cccs2)c2ccccc12
  -9%, 0%, -2%, -2%, -3%, -9%, -2%, 2%
- COc1cccc(Sc2ccccc2CN(C)C)c1
  4%, 5%, -30%, 0%, 3%, -2%, 2%, 10%
- O=Cc1cn(CC(=O)N2CCCCC2)c2ccccc12
  1%, 7%, 2%, -1%, 9%, 2%, -3%, -9%
- Cc1ccc(S(=O)(=O)N2CCN(C(=O)C3=COCCO3)CC2)cc1C
  -11%, /, 2%, 0%, 0%, 3%, 4%, -7%
- Clc1ccc(CN(Cc2ccc(Cl)cc2)c2nn[nH]n2)cc1
  6%, ?, 6%, -2%, -11%, -7%, -4%, ?
- CCOC(=O)c1c(-c2ccccc2)oc2ccc(N(C(C)=O)S(=O)(=O)c3ccccc3)cc12
  0%, /, /, -3%, -24%, -15%, -15%, /
- COc1cccc([C@@H]2Oc3ccc(OC)cc3/C(=N/O[C@@H](C)CN3CCCc4nc(C)c(C)cc43)[C@@H]2O)c1
  2%[11.2 µM], /, 3%[17.5 µM], 0%[11.2 µM], -14%[11.6 µM], -11%[11.5 µM], -3%[11.6 µM], ?
- C/C(=N\NC(=O)COc1c(C)cccc1C)c1cccs1
  10%, 4%, 4%, -3%, 12%, 1%, 2%, -2%
- O=c1cc(-c2ccco2)oc2ccc(Cl)cc12
  0%, 4%[11.4 µM], 1%, 1%, -4%, -11%, 2%, ?
- CCCCCCn1c(SCC(=O)OC)nc2c1c(=O)[nH]c(=O)n2C
  0%, -3%, 0%, 2%, 10%, -4%, -2%, 3.5µM*
- Cc1cccc(NC(=O)C2CCN(S(=O)(=O)c3cccc4cccnc34)CC2)c1
  1%, -8%, 12%, -7%, -12%, -1%, 4%, 11%
- CC(=O)Oc1cc2oc(=O)c3c(c2cc1Cl)CCC3
  -8%, 10%, ?, -6%, ?, 14µM*, 18µM*, ?
- Cc1onc(-c2ccccc2Cl)c1C(=O)Nc1nnc(-c2cccc([N+](=O)[O-])c2)s1
  -13%, -1%, -3%, -5%, -18%, -14%, 7%, ?
- Cc1cccc(N2C(=O)CC(n3ccnc3)C2=O)c1C (stereo unspecified)
  3%, /, -6%, -1%, 0%, 7%, -2%, -2%
- CCCc1cc(=O)[nH]c(NCc2ccc(Cl)cc2)n1
  -2%, /, 6%, 2%, -10%, 4%, -2%, -11%
- CN1CCC[C@@H]1CCO[C@](C)(c1ccccc1)c1ccc(Cl)cc1
  -13%&-3%, /, -1%, -1%&1%, -16%, -13%, 1%, -1%
- COc1ccc(NC(=O)Cn2cnc3c(oc4nc5c(cc43)COC(C)(C)C5)c2=O)cc1
  -7%, 4%, -1%, 1%, -17%, -14%, -1%, ?
- Cc1cc(C)cc(N(C(=O)c2snc(C(N)=O)c2N)C(C(=O)NCC2CCCO2)c2cccs2)c1 (stereo unspecified)
  -4%, /, 22%, -1%, -12%, -20%, 9%, ?
- CCN(CC)C(=O)C(=O)c1cccn1-c1cccc(OC)c1C#N
  -4%, 9%, -2%, 2%, -2%, -3%, -4%, 3%
- N/C(=N\OS(=O)(=O)c1ccc(Cl)cc1)c1ccccn1
  3%, /, -3%, -2%, 0%, 4%, 0%, -7%
- Cc1ccccc1Oc1ncnc(N)c1[N+](=O)[O-]
  6%, /, -11%, -1%, -11%, -13%, -1%, 4%
- CNC(=S)N1CCc2sccc2C1C (stereo unspecified)
  0%, 12%, 2%, 0%, -8%, -9%, 2%, 2%
- CC(C)Oc1ccc(CNC(=O)Cn2ncn3nc(-c4cccs4)cc3c2=O)cc1
  6%, /, /, -3%, -5%, -8%, 4%, /
- S=C(NCC1CCCO1)Nc1ccc(Cl)c(Cl)c1 (stereo unspecified)
  7%, -6%[11.4 µM], -5%, -3%, -22%, -7%, -17%, -10%
- COc1ccc(-n2c(SCC(=O)NCc3ccco3)nnc2-c2c[nH]c3ccccc23)cc1
  -1%, -11%, 0%, 3%, -14%, -16%, -1%, -7%
- COc1ccc(/C=N/NC(=O)CCn2cnc3ccccc32)cc1
  -8%, 3%, -1%, 0%, -10%, ?, -4%, /
- CCOC(=O)c1ccc(NC(=O)CSc2ncc(S(=O)(=O)c3ccc(C)c(Cl)c3)c(=O)[nH]2)cc1
  4%, /, /, -10%, -2%, 0%, 4%, /
- CC12CCC(C(=O)Nc3ccc(SC(F)F)cc3)(CC1=O)C2(C)C (stereo unspecified)
  -4%, -2%, -1%, 1%, ?, ?, -1%, 4%
- CCOC(=O)C(=O)NNc1ccccc1C
  0%, 5%, -4%, -1%, -3%, -1%, 0%, 6%
- CCCn1nc([N+](=O)[O-])c(C(C#N)c2nc3ccccc3s2)c(Cl)c1=O (stereo unspecified)
  -6%, /, -14%, ?, 5µM*[quencher], 4µM*, 18µM*, ?
- CCN(CC(N)=O)S(=O)(=O)c1ccc(Br)cc1
  3%, 6%, -1%, 2%, 3%, -2%, -3%, 8%
- CCCN(CC1CC1)C(=S)Nc1ccc(C(C)=O)cc1
  5%, 4%, -7%, 3%, -1%, -3%, 0%, -8%
- CC(C)c1ccc(NC(=O)CSc2ncc3c(n2)-c2ccccc2N(C)S3(=O)=O)cc1
  6%, /, /, 0%, ?, -7%, ?, /
- CC(C)OP(=O)(c1ccc(N(C)C)cc1)C(O)c1ccccc1F (stereo unspecified)
  2%, 25%, 0%, -6%, -7%, -3%, -6%, 3%
- Cn1c(C(=O)NCc2cccc(Cl)c2)cc2oc3ccccc3c21
  -3%, /, /, 0%, ?, -9%, -14%, /
- CCC(C)(C)NC(=O)CN(CC1CCCO1)C(=O)CCC(=O)Nc1nccs1 (stereo unspecified)
  -12%, 3%, -6%, 0%, -2%, 0%, -7%, 8%
- Cn1cc(S(=O)(=O)N2CCCCC2)cc1C(=O)N1CCN(c2ccccc2F)CC1
  -2%, /, /, -1%, -8%, 3%, -5%, /
- CN1CCN(S(=O)(=O)c2ccc3[nH]c(=O)oc3c2)CC1
  4%, 10%, -9%, -5%, -2%, -2%, 5%, 1%
- CCC(C)NC(=O)CCS(=O)(=O)c1ccc2c(c1)n(C)c(=O)c(=O)n2C (stereo unspecified)
  7%, -1%, 4%, 2%, 0%, -15%, -4%, ?
- COC(=O)c1ccccc1NS(=O)(=O)c1cc2c3c(c1)CC(=O)N3CCC2
  -5%, /, /, -1%, -16%, -16%, -4%, /
- CC12CCC(C(=O)N3CCCc4ccccc43)(OC1=O)C2(C)C (stereo unspecified)
  -1%, -11%, 4%, 2%, 7%, 3%, 6%, 1%
- COCCNC(=O)C(OC(=O)c1cc2oc(C)cc2n1C)C(C)C (stereo unspecified)
  0%, -7%, 3%, -1%, -3%, 1%, -2%, ?
- Cc1cccc(N2C(=O)CS/C2=N\NC(=O)c2cccnc2)c1C
  -6%, 6%, 2%, -1%, 5%, 2%, 1%, 0%
- Cn1c(=O)c2c(nc(NCc3ccc4c(c3)OCO4)n2Cc2ccccc2F)n(C)c1=O
  -3%, 0%, 9%, -5%, -19%, -14%, ?, 13µM*
- COC(=O)c1c(C)oc(C)c1S(=O)(=O)NCc1ccc(Cl)cc1
  -3%, /, 5%, 0%, -7%, /, 2%, /
- CS(=O)(=O)c1ncc(N(Cc2ccccc2)Cc2ccco2)c(C(=O)Nc2cccc(C(F)(F)F)c2)n1
  0%, /, /, 5%, -21%, -7%, ?, /
- CCn1ccnc1CN(C)Cc1cn(-c2ccccc2)nc1-c1ccc(OC)cc1F
  8%[53 µM], -3%, 9%, -1%[53 µM], -12%, -14%, -2%, 0%
- N[C@@H](CS(=O)O)C(=O)O
  1%&3%&-12%&-9%, /, 6%&16%&-8%&7%, ?, -11%&-13%&-2%&-7%, -13%&-11%&-6%&-7%, 3%&-10%&-4%&-6%, 20%&-5%&-2%
- C/C=C/C=C/C(=O)O
  -1%, -1%, -4%, -3%, /, /, /, -3%
- Cc1cc(C)c(Cn2cnc3nc4c(cc3c2=O)CCCC4)c(C)c1
  7%, /, /, -2%, -1%, -4%, 6%, /
- Cc1nc(SCC(=O)Nn2c(-c3ccccc3)nc3ccccc3c2=O)n[nH]1
  -5%, 14%[11.4 µM], -4%, 1%, 7%, 2%, -6%, -6%
- C#CCCCO/N=C1/[C@H]2O[C@@H]2[C@@H](O)[C@H]2[C@H]1CCn1c(=O)n(-c3ccccc3)c(=O)n12
  -2%[11.2 µM], /, -2%[17.5 µM], -2%[11.2 µM], -1%[11.6 µM], -1%[11.5 µM], -2%[11.6 µM], 13%[13.5 µM]
- O=C1NN(c2ccccc2)C(=O)/C1=C\c1coc2ccc(O)cc2c1=O
  11%, /, 4%, -5%, ?, 14µM*, -13%, /
- CC(=O)Nc1ccc(S(=O)(=O)Oc2cccc(/C=C3\SC(N)=NC3=O)c2)cc1
  8%, /, -12%, -5%, -1%, -3%, ?, ?
- CC(C)c1ccc2nc(N)sc2c1
  -1%, 14%, -2%, 0%, -6%, -5%, 1%, 7%
- COc1cc(/C=C/C(=O)OCC(=O)NC(=O)NC(C)C)cc(OC)c1OC
  -4%, -16%, 3%, -5%, -6%, -3%, 0%, ?
- COC(=O)CSc1nnc(-c2ccc3c(c2)OCO3)n1C
  6%, 4%, 0%, 0%, -2%, -5%, 1%, 21%
- O=C(CCn1cccc1)Nc1nccs1
  -15%, -6%, -10%, -4%, -9%, -18%, -7%, 2%
- O=C(Nc1cc(Cl)ccc1Cl)C1CC(=O)N(c2ccccc2)C1 (stereo unspecified)
  5%, 2%, -2%, -2%, -6%, -8%, -3%, -6%
- Cc1[nH]n(-c2ccccc2)c(=O)c1/C=N/N(C)c1ccccc1
  -19%, -4%, 2%, 1%, -16%, ?, -17%, ?

# Assay outcomes: PubChem, National Center for Advancing Translational Sciences (NCATS)
